DSG3 Ab inh: human desmoglein-3 autoantibody binding inhibition; DSG3-coupled beads, scFv-anti-DSG3-GFP binding, flow cytometry; stronger effect = lower value; binding (percent of control), % at 10 µM; 0.48% of 310,000 active; AID 588358;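 active = binding more than 3 SD below its plate's average and above zero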;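 also: hits lower antibody fragment binding to DSG3; some compounds called inactive have numbers as strong as hits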
dFosB activator: activators of mouse delta FosB homodimer; AID 493131; activation, % at 25 µM; purified delta FosB, TAMRA-CDK5 oligo fluorescence polarization; percent of positive-control signal above neutral wells; 0.99% of 340,000 active; P13346;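 active = mean activation above about 17%, with every replicate also reaching it, limit read from the data, passing the limit was not always enough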;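 also: fluorescence polarization rise as delta FosB binds a TAMRA Cdk5 AP-1 oligo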
NSD2 inh: blocks human histone methyltransferase NSD2; inhibition, % at 12.5 µM; 0.54% of 310,000 active; NSD2 peptide methylation, AlphaScreen, 120 min; AID 743445; in the data active = inhibition above about 50%
PKA-R1A act: activates the PKA-R1A holoenzyme complex; P00514+P68181; PKA-R1A dissociation, Cy5-IP20 fluorescence polarization; scaled: DMSO 0%, 113 µM cGMP 100%; activation, % at 11.4 µM; 0.083% of 340,000 active; AID 504707;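 active = percent activation above the mean of all tested compounds plus 3 SD, cut at about 19% in these data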;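 also: higher means more PKAc released from R1A so a rise in polarization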
SR-BI DiI-HDL act: enhances SR-BI lipid uptake from DiI-HDL | 0.096% of 320,000 active | activation, % at 12.5 µM | CHO ldlA[mSR-BI] cells, DiI-HDL uptake fluorescence, 3 h; 100 = double the neutral-control signal;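 active = mean replicate activation of at least 60% and every replicate at or above 60%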;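 also: 0% = median plate neutral-control signal and 100% = twice that signal; values of inactives mirror those of a sister screen read the other way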
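Material: SR-BI-overexpressing, LDLR-lacking CHO cells | Dosing: Single compound concentration, delivered by pin transfer | Probe or stimulus: Labelled HDL, 10 µg/mL | Signal: Bottom-read cell fluorescence after medium removal, ex 550/em 595 nm | Schedule: 3 h, 37 °C | Evaluation: HDL uptake via cellular fluorescence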
CDK5 p35 inh: inhibitors of human CDK5/p35 kinase | Q00535+Q15078 | 0.01% of 330,000 active | Recombinant CDK5/p35, ADP-Glo luminescence, 60 min | AID 488839 | inhibition, % at 10 µM;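 active = highest replicate inhibition of at least 50% and at least 75% of replicates reaching 50%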;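 also: plate controls were DMSO neutral control for no effect and GW8510 at 10 µM for full effect; many of its hits are not listed in these tables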
SR-BI DiI inh: blocks mouse SR-BI lipid uptake from DiI-HDL. Q61009. ldlA[mSR-BI] CHO cells, DiI-HDL uptake fluorescence, 3 h. inhibition, % at 12.5 µM. 0.96% of 320,000 active. AID 488896;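 active = mean replicate inhibition of at least 70% and a set share of replicates each scoring 70 or more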;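 also: 0% = median of neutral control wells and 100% = median of positive control wells; values of inactives mirror those of a sister screen read the other way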
Target sequence (Q61009 whole entry, looked up): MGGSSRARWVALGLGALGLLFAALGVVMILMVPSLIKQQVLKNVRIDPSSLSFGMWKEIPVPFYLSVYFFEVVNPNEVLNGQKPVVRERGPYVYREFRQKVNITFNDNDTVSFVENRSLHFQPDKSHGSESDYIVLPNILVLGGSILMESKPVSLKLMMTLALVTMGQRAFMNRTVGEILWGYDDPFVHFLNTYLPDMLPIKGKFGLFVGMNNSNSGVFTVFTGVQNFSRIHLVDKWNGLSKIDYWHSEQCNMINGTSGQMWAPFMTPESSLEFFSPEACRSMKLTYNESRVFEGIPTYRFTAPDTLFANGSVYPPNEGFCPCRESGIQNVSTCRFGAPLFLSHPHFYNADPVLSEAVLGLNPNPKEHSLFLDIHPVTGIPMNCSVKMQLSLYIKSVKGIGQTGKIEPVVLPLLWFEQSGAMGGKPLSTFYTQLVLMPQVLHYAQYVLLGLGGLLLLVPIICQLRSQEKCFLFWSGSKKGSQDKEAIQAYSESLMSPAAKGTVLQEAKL
Arrestin-AP2 inh: inhibitors of human beta-arrestin and AP2 interaction; 0.31% of 340,000 active; FITC-arrestin peptide / GST-AP2 beads, flow cytometry; AP2 beta2 appendage carries R879A mutation; inhibition, % at 10 µM; AID 504490;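 active = inhibition above a set limit, near 3 SD of compounds lacking own fluorescence, cut at about 54% in these data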;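 also: plate controls were DMSO wells for no effect and 5 µM unlabelled arrestin peptide for full effect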
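System: GST-AP2 R879A bound to glutathione beads, E. coli-expressed. Also added: 50 nM FITC-arrestin peptide. Schedule: compound with beads 12 min RT, then probe 1 h RT. Signal: bead flow cytometry, FITC channel. Read-out basis: percent response.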
PKA-R2B act: activators of human PKA-R2B complex | P22694+P31323 | PKA-R2B holoenzyme dissociation, Cy5-IP20 fluorescence polarization; R2B truncated from residue 108, S112A mutant; 0% DMSO only, 100% 113 µM cGMP | activation, % at 11.4 µM | 0.079% of 340,000 active | AID 504700;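 active = activation above a cutoff set at the mean over all compounds plus 3 SD, cut at about 18% in these data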;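 also: higher means more holoenzyme dissociation and a rise in polarization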
Target sequence (P31323 whole entry, looked up, other chains not shown, the tested form may be a part): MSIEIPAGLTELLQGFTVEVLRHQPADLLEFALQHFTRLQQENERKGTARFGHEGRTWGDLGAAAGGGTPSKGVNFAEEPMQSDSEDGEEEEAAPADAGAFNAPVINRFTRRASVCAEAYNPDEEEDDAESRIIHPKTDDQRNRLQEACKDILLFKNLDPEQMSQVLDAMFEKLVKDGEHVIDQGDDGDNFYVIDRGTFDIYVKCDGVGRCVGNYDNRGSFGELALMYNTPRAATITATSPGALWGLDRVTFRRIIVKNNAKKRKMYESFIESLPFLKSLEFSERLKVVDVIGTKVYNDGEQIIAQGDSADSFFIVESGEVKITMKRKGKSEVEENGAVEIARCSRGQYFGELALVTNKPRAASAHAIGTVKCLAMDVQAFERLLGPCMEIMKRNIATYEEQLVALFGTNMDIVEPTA
MITF TRPM1 HTS: increases MITF-driven TRPM1 promoter luciferase signal; SK-MEL-5 TRPM1-promoter luciferase, 24 h; % of positive control, neutral wells = 0; activation, % at 12.5 µM; 0.75% of 300,000 active; AID 588334;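 active = mean activation of at least 80% with every replicate also reaching 80%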;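 also: 0% = neutral control wells and 100% = parthenolide positive control wells; values of inactives mirror those of a sister screen read the other way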
Mot1-301 SUMO: blocks SUMOylation pathway, rescuing yeast Mot1-301 growth. AID 2716. S. cerevisiae Mot1-301 growth rescue, ATP luminescence, 38.5C; percent above DMSO median, 100 means doubled. 1% of 320,000 active. growth rescue, % at 18.8 µM;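 active = every valid replicate shows activation above 250% relative to neutral control wells; inactive = the rest, any valid replicate at or below 250%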;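 also: OY570 slx delta 5 strain wells were the positive control but not used for scaling; some compounds called inactive have numbers as strong as hits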
* hit, by the source's call; . = not tested or not shown.

SMILES	DSG3 Ab inh	dFosB activator	NSD2 inh	PKA-R1A act	SR-BI DiI-HDL act	CDK5 p35 inh	SR-BI DiI inh	Arrestin-AP2 inh	PKA-R2B act	MITF TRPM1 HTS	Mot1-301 SUMO
CCOC(=O)N1CCC(NC(=O)c2ccc3c(c2)N(Cc2ccc(F)cc2)CCS3)CC1	104	1	.	-5	-72	1.0	72*	-2	4	-20	0
CC(=O)c1ccc(OC(=O)N(c2ccccc2)c2ccccc2)cc1	97	-8	-1	-9	-42	-0.4	42	24	-11	-7	6
Cc1ccc(C23CC4CC(CC(C(=O)N(C)C)(C4)C2)C3)cc1	93	0	-3	5	-19	-1.6	19	7	-9	11	186
CSc1cccc(CN2CCCC(C(=O)Nc3cccc(-n4cccn4)c3)C2)c1 (stereo not drawn)	114	-7	0	-4	-3	1.3	3	3	3	4	88
CCOC(=O)c1cc2cc([N+](=O)[O-])cc(OC)c2oc1=O	83	-1	1	7	24	0.7	-24	-3	6	7	18
O=C(/C(=C/c1ccccc1Cl)c1ccccc1)N1CCOCC1	100	2	1	-11	-20	0.5	20	37	4	4	-22
CCOc1ccc(S(=O)(=O)N(C)c2ccc(OCC(=O)Nc3nc4ccccc4s3)cc2)cc1	98	3	-1	4	-53	0.3	53	5	2	-34	-4
CC1CCCC(NC(=O)CN2CCN(Cc3ccc(Cl)cc3)C2=O)C1C (stereo not drawn)	92	-10	1	13	9	-1.1	-9	26	0	-3	-4
O=C(c1ccccc1)N(CCO)Cc1cc2cc3c(cc2[nH]c1=O)OCCO3	100	1	-2	7	16	1.5	-16	30	-6	-17	-7
C=C(C)CNC(=O)c1ccc(OC2CCN(C(=O)COC)CC2)cc1	113	0	-2	-5	10	-0.7	-10	8	4	.	-2
CCOc1ccccc1N(CC(=O)N1CCC(C)CC1)S(=O)(=O)c1ccc(C)cc1	116	-8	0	-3	-3	1.2	3	-5	3	-10	-11
COc1cccc(C(=O)NCC(=O)OC(C)C(=O)NC23CC4CC(CC(C4)C2)C3)c1 (stereo not drawn)	95	-4	1	14	20	0.9	-20	23	-5	-14	-6
COc1ccccc1/C=C/C=N/NC(=O)c1cc(-c2ccco2)[nH]n1	91	-5	4	.	-18	-1.1	18	9	.	.	-19
CC1CCN(S(=O)(=O)c2ccc3c(c2)CCN3C(=O)C2CCC2)CC1	111	-11	-2	-15	-5	-0.1	5	-5	7	-6	-22
Cc1cccc2cccnc12	103	-5	.	0	18	0.4	-18	-11	6	1	6
Cc1c(CCC(=O)NCCCCCC(=O)O)c(=O)oc2c(C)c3oc4c(c3cc12)CCCC4	100	-6	2	-10	-8	-0.3	8	-10	-6	6	24
COc1ccc(NC(=O)NNC(=O)COc2ccc([N+](=O)[O-])c(C)c2)cc1OC	104	9	0	1	-5	-2.4	5	-11	3	-7	-3
O=C1c2[nH]nc(-c3ccccc3O)c2C(c2ccc(F)cc2)N1Cc1ccco1 (stereo not drawn)	.	-13	0	-7	.	1.1	.	-2	-11	.	-15
CCN1CCN(Cc2nc3cc(NC(=O)COc4ccc([N+](=O)[O-])cc4)ccc3n2C)CC1	101	-6	10	-1	-8	-0.9	8	-2	0	1	.
CCOc1ccccc1N1CCN(C(=O)Cc2ccc(S(=O)(=O)N3CCOCC3)s2)CC1	97	-12	1	-4	-28	0.5	28	18	-14	-14	10
COc1ccccc1NC(=O)Cn1c(CCC(=O)O)ccc1-c1ccccc1	109	-5	1	-1	1	0.4	-1	8	-6	0	-4
COCCSc1nnc(-c2cnccn2)o1	103	3	-6	-8	-5	1.1	5	21	-3	.	11
CCCN(c1ccccc1F)S(=O)(=O)c1c[nH]c(C(=O)OC)c1	.	-15	0	-1	1	-2.4	-1	-7	7	-6	125
C[C@H](NC(=O)c1ccco1)C(=O)OCC(=O)N1CC(=O)Nc2ccccc21	132	-1	0	-4	-10	-2.3	10	-6	2	3	7
O=C(NCCCn1ccnc1)c1c(F)cccc1F	117	-4	-1	-9	6	0.9	-6	3	5	-5	-8
CC(C)N(C(=O)[C@H]1CC(CC(=O)NCc2ccco2)C(=O)N2CCc3c([nH]c4ccccc34)[C@]12C)C(C)C (stereo partly drawn)	100	-10	.	-2	-13	-0.5	13	2	5	8	-3
Cc1ccc(C(=O)OCC(=O)N2CCCCCC2)c(O)c1	108	8	-1	1	-1	-1.9	1	34	-2	.	2
Cc1cccc(N(CC(=O)Nc2ccc(CC#N)cc2)S(C)(=O)=O)c1	70	-8	-1	-2	-10	-2.1	10	5	-10	5	13
Cc1ccc(O)c(CNc2nccs2)c1	96	-17	-3	-4	-7	-1.0	7	10	7	10	16
Cc1cc(NS(=O)(=O)c2ccc(NC(=S)NC(=O)c3ccc(F)cc3Cl)cc2)no1	100	-11	-1	-9	24	-1.4	-24	-1	-7	-5	47
CCC(C)NS(=O)(=O)c1ccc(OCC(=O)Nc2ccc3c(c2)OCCO3)cc1 (stereo not drawn)	101	-2	0	5	2	-5.6	-2	4	5	2	1
Cn1c(CN2CCCCC2)nc2cc(NC(=O)c3cccc(Br)c3)ccc21	99	-10	3	-13	-30	0.2	30	22	0	-4	-13
CCCCn1c(N)c(N(CCOC)C(=O)c2ccc(F)c(S(=O)(=O)N3CCOCC3)c2)c(=O)[nH]c1=O	104	3	.	11	-4	0.9	4	23	-2	3	13
CCOc1cc(C(=O)OCC(=O)NC(C)c2ccccc2)ccc1OCC(=O)N1CCOCC1 (stereo not drawn)	112	-10	-2	-9	-2	1.8	2	-24	1	-4	9
COc1ccc(C(=O)N2CCN(c3ccc(NC(=O)c4cccs4)cc3)CC2)cc1	97	-7	-3	-2	-4	-0.6	4	13	-1	-5	-2
CC(C)CNC(=S)N(CCCO)Cc1cc2cc3c(cc2[nH]c1=O)OCO3	99	1	2	-7	-5	-0.6	5	6	-1	-3	3
CCCN(CCC)CCCNC(=O)c1cc2cc3ccc(Cl)cc3nc2o1	96	-7	6	-5	-47	0.8	47	-10	-4	32	169
O=C(NCc1nc2ccccc2[nH]1)C1=C[C@H](c2ccc(C(F)(F)F)cc2)C[C@H](OCc2ccc(CO)cc2)O1	96	-1	.	20*	-16	-2.9	16	-1	14	-14	52
COc1cccc(NC(=O)CCc2ccccc2)c1	94	-1	.	-11	24	1.2	-24	-11	-2	78	-18
CCc1ccc2c(CC(=O)Nc3nnc(C4CC4)s3)coc2c1	82	-2	-2	-10	1	2.0	-1	3	-7	17	17

Exported with values ahead of the structure: entries from further up
DSG3 Ab inh	dFosB activator	NSD2 inh	PKA-R1A act	SR-BI DiI-HDL act	CDK5 p35 inh	SR-BI DiI inh	Arrestin-AP2 inh	PKA-R2B act	MITF TRPM1 HTS	Mot1-301 SUMO	molecule
97	-7	-3	-2	-4	-0.6	4	13	-1	-5	-2	COc1ccc(C(=O)N2CCN(c3ccc(NC(=O)c4cccs4)cc3)CC2)cc1
99	1	2	-7	-5	-0.6	5	6	-1	-3	3	CC(C)CNC(=S)N(CCCO)Cc1cc2cc3c(cc2[nH]c1=O)OCO3

Going on with the list.
SMILES	DSG3 Ab inh	dFosB activator	NSD2 inh	PKA-R1A act	SR-BI DiI-HDL act	CDK5 p35 inh	SR-BI DiI inh	Arrestin-AP2 inh	PKA-R2B act	MITF TRPM1 HTS	Mot1-301 SUMO
COC(=O)[C@@]12CCCCN1[C@H](c1ccc(-c3cccc(Cl)c3)c(OC)c1)[C@H]1C(=O)N(C)C(=O)[C@H]12	102	0	.	4	-54	2.7	54	-1	-12	0	766*
CC1=CC(C)(C)Nc2ccc(C)cc21	87	-8	5	-2	2	0.7	-2	11	-7	7	-23
CC(C)(C)c1ccc(NC(=O)C2=CN3CCS(=O)(=O)N=C3C=C2)cc1	.	-7	-6	11	-27	0.5	27	-7	-3	18	16
CCOc1ccccc1N(CC)C(=O)c1nn(C)c2c1CSc1ccccc1-2	94	-3	-1	-13	19	-1.3	-19	10	-6	-18	102
c1ccc(-c2nnc(CSc3nncs3)o2)cc1	104	5	9	2	-4	0.7	4	-4	10	42	.
Cc1c(-c2ccccc2)c(=O)oc2cc(O)ccc12	103	0	-8	-8	13	0.9	-13	1	9	10	12
Cc1nccn1CCCN1C(=O)OC2(CCCCC2)C1(C)O (stereo not drawn)	88	-4	.	-4	15	1.1	-15	4	1	-1	11
CC(=O)Oc1ccc2nc(-c3ccco3)oc(=O)c2c1	99	-7	-1	0	-2	-0.5	2	12	6	-9	2
Cn1nnc(NC(=O)c2ccc([N+](=O)[O-])cc2Cl)n1	95	0	-2	5	11	-1.3	-11	-9	-1	4	-8

Entries from the list above with a nitro group on carbon, in the order listed:
SMILES	DSG3 Ab inh	dFosB activator	NSD2 inh	PKA-R1A act	SR-BI DiI-HDL act	CDK5 p35 inh	SR-BI DiI inh	Arrestin-AP2 inh	PKA-R2B act	MITF TRPM1 HTS	Mot1-301 SUMO
CCOC(=O)c1cc2cc([N+](=O)[O-])cc(OC)c2oc1=O	83	-1	1	7	24	0.7	-24	-3	6	7	18
COc1ccc(NC(=O)NNC(=O)COc2ccc([N+](=O)[O-])c(C)c2)cc1OC	104	9	0	1	-5	-2.4	5	-11	3	-7	-3
CCN1CCN(Cc2nc3cc(NC(=O)COc4ccc([N+](=O)[O-])cc4)ccc3n2C)CC1	101	-6	10	-1	-8	-0.9	8	-2	0	1	.
Cn1nnc(NC(=O)c2ccc([N+](=O)[O-])cc2Cl)n1	95	0	-2	5	11	-1.3	-11	-9	-1	4	-8

Screening results deposited in PubChem by several laboratories.

An unsorted share of the library; overall some 4.7% were active at least once.
